TROY signal inh: blocks TROY-dependent signaling in reporter cells. inhibition, % at 10 µM. AID 1347056. hit rate 0.98% among 360,000. Q293 LMP1-TROYcd NF-kB luciferase reporter, 4 h;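 active = compounds whose plate-normalised and pattern-corrected inhibition of the luciferase reporter signal at the single screening dose is 50% or more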
TWEAK-Fn14 inh: inhibitors of TWEAK-Fn14 interaction signaling. TWEAK-stimulated Fn14 reporter cells, luciferase luminescence, 8 h. inhibition, % at 10 µM. hit rate 2% among 360,000. AID 1159606; in the data active = inhibition above about 50%
NR2E3 ag-1: agonists of human nuclear receptor NR2E3 | inhibition of corepressor binding, % at 4.78 µM | GST-NR2E3/biotin-RetCOR TR-FRET, 1536-well | Q9Y5X4 | hit rate 0.12% among 320,000 | AID 2300;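 active = percent inhibition above the cutoff of mean plus 3 SD of all tested compounds, set per screening campaign, cut at about 20% in these data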;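 also: 0% = DMSO wells and 100% = biotin wells as full block of FRET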
Target sequence (Q9Y5X4 whole entry, looked up): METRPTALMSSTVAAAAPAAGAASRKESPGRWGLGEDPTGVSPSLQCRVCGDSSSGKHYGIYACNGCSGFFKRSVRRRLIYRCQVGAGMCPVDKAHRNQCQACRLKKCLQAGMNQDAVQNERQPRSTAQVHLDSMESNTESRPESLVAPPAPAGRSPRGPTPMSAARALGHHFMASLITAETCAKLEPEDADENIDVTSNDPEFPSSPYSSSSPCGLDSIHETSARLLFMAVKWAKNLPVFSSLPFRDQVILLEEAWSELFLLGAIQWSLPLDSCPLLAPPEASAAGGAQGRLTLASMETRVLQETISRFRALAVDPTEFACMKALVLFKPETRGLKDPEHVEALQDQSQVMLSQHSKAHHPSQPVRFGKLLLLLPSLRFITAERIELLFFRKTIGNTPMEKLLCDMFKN
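Assay system: NR2E3–RetCOR corepressor complex. Quantity: 1.35 nM GST-NR2E3. Buffer or medium: pH 7.5 Tris-based buffer. Reagent: biotinylated RetCOR corepressor at 7 nM final. Schedule: 5 h at 4 °C. Detection: TR-FRET, emission read at 617 and 671 nm. Replicates: one well per compound, singlicate testing.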
Peg3 promoter: reduces Peg3 promoter-driven luciferase expression in HeLa; HeLa PEG-Prom luciferase reporter, luminescence, overnight; hit rate 1.7% among 360,000; inhibition, % at 20 µM;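 active = inhibition of at least 50% at 20 µM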
CF NFkB block: inhibitors of cystic fibrosis induced NF-kB; KKLEB NF-kB-GFP reporter, PAF-induced, GFP fluorescence overnight; inhibition, % at 5 µM; hit rate 0.86% among 360,000; AID 588850;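 active = at least 50% inhibition at 5 µM, scaled per plate between neutral and stimulator controls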;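 also: PAF is a Pseudomonas aeruginosa culture filtrate used as stimulus; plate controls were PAF-stimulated DMSO wells for no effect and unstimulated DMSO wells for full effect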
NR2E3 ag-2: activates human NR2E3 receptor | Q9Y5X4 | CHO-S Gal4-NCOR/VP16-NR2E3 two-hybrid, luciferase | inhibition of corepressor binding, % at 3.98 µM | hit rate 0.35% among 360,000 | AID 602229;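 active = inhibition above the mean of all tested compounds plus 3 SD, cut at about 70% in these data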;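 also: 0% = DMSO with NR2E3 transfected cells and 100% = cells lacking NR2E3 construct; higher means lower luciferase signal from less NR2E3 corepressor binding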
HIF-2a inh: inhibitors of HIF-2a. inhibition, % at 18.8 µM. 786-0 RCC cells HIF-2a reporter, luciferase luminescence, overnight. hit rate 0.72% among 360,000;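 active = inhibition of the luminescence signal of 40% or more relative to plate controls, in a single-dose primary screen at 18.75 µM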
Shn3 inh set2: reduces Shn3 3'UTR luciferase signal in osteoblasts; Clone20 osteoblast Shn3 3'UTR firefly luciferase, 24 h; inhibition, % at 12.5 µM; hit rate 0.52% among 360,000; AID 588674;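 active = mean inhibition of at least 75% with every replicate also reaching 75%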;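 also: 0% = median of neutral control wells and 100% = pilot-screen positive control compound; some compounds past the cut are filed as inactive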
KKLEB tox: counter-screen for CF NF-kB inhibitors: cytotoxicity. KKLEB CF airway cells viability, ATPlite luminescence, overnight; hits give low values; cells stimulated with P. aeruginosa culture filtrate. activity change (cytotoxicity), % at 5 µM. hit rate 0.36% among 360,000;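 active = corrected activity change at or below -50% at 5 µM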
C8 TRAIL sens: sensitizes caspase-8 expressing cells to TRAIL; hit rate 1% among 360,000; NB7+C8 cells + TRAIL, ATPlite viability luminescence; AID 624354; inhibition (viability loss, TRAIL sensitization), % at 10 µM;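 active = compounds causing at least 50% loss of cell viability in the single-dose screen, relative to plate controls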
MITF TRPM1 inh: inhibitors of MITF-driven TRPM1 promoter in melanoma cells. SK-MEL-5 TRPM1 promoter luciferase, 24 h. inhibition, % at 12.5 µM. hit rate 0.83% among 330,000. AID 488899;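 active = mean inhibition across replicates of 60% or more, whatever share of single replicates reaches that level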; also: values of inactives mirror those of a sister screen read the other way
* marks the source's active call; other numbers are inactive results; . = no result given.

#	canonical_smiles	TROY signal inh	TWEAK-Fn14 inh	NR2E3 ag-1	Peg3 promoter	CF NFkB block	NR2E3 ag-2	HIF-2a inh	Shn3 inh set2	KKLEB tox	C8 TRAIL sens	MITF TRPM1 inh
1	COc1ccc([C@H]2[C@H](C(=O)C(C)(C)C)N3N=Cc4ccccc4C3[C@]23N=C(c2ccccc2)OC3=O)cc1 (some centres not stated)	-7	8	6	6	-8	-27	-15	17	-1	-10	14
2	CCN(CC)CCCNC(=O)c1cc(-c2ccc(O)cc2)on1	12	4	-2	-1	0	-33	8	5	-2	-4	.
3	CCN(CC(=O)NCc1cccs1)C(=O)COc1ccccc1C#N	-14	-10	1	-1	4	-8	19	-19	-17	-24	16
4	CC(C)(C)NC(=O)CN(Cc1ccc(F)cc1)C(=O)Cn1nnc(-c2ccc(F)cc2)n1	39	11	3	16	-7	-31	15	2	1	11	-7
5	CC(=O)c1ccc(N2CCN(C(=O)Cc3ccccc3)CC2)c(F)c1	-16	3	2	14	8	-35	15	8	-2	2	1
6	COc1ccc(NS(=O)(=O)c2cc(NC(=O)c3nn(C)c(=O)c4ccccc34)ccc2OC)cc1	-9	53*	-1	22	-42	-2	10	21	-8	16	5
7	CCc1nc2c(OCc3ccc(F)c(F)c3)cccn2c1N(C)C(=O)C(C)C	-7	1	.	9	0	-18	12	-4	7	0	.
8	Cc1ccc(S(=O)(=O)N2[C@@H](c3ccc(Cl)cc3)C(C(=O)O)=CC[C@H]2c2cccc(Cl)c2)cc1	30	22	1	1	0	-17	1	-2	5	-5	-11
9	CC(C)CNS(=O)(=O)c1ccc(CCC(=O)N2CCN(c3ccccc3)CC2)cc1	1	16	1	-2	-10	7	15	-7	2	-9	12
10	O=C(NC1CCCCC1)C1(S(=O)(=O)c2ccc(Cl)cc2)CC1	9	15	-1	15	-8	-6	8	-12	9	12	-6
11	COC(=O)c1c(NC(=O)C(C)(C)C)csc1C	2	2	-6	7	12	-9	6	8	1	2	2
12	Cc1nnc(SCC(=O)NC2CCCc3ccccc32)n1-c1ccccc1 (configuration not stated)	15	9	-1	3	9	4	9	23	13	-1	-3
13	CN(CC(=O)Nc1ccc(Cl)cc1)S(=O)(=O)c1cccc2cccnc12	5	13	2	15	17	-18	-12	-1	-13	-2	10
14	CC(C)C(NC(=O)c1ccc(C(C)(C)C)cc1)C(=O)O (configuration not stated)	-4	2	-2	-6	8	-14	-9	3	16	3	-12
15	O=c1[nH]c2ccc(NS(=O)(=O)c3ccc(F)c(Cl)c3)cc2[nH]1	-26	7	-3	11	-5	20	2	-2	4	5	9
16	COc1ccccc1CCc1nnc(CCC(=O)N(C)Cc2ccncc2C)o1	12	3	0	1	-16	4	10	-14	11	-5	-15
17	COc1ccccc1N1CCN(Cc2cc(=O)c(OCC(=O)Nc3ccccc3)co2)CC1	1	-7	-2	3	10	-9	1	21	-4	0	-4
18	CC1=C(C(=O)N2CCOCC2)C(c2ccccc2F)NC(=O)N1 (configuration not stated)	13	2	5	12	3	-12	13	11	0	-4	-4
19	C=CCn1c(N)c(C(=O)N2CCOCC2)sc1=S	1	10	-2	-4	5	2	6	-3	-3	-17	1
20	CCOCC(=O)Nc1c(C(=O)N2CCN(c3ncccn3)CC2)oc2ccccc12	-8	5	0	-15	-2	-13	-38	-8	12	-13	-15
21	COc1cc(/C=N/NC(=O)c2cc(C)oc2C)ccc1OCc1ccccc1	-28	-18	2	-67	-10	-52	-10	-35	5	-2	-26
22	CCCc1cc(=O)c2ccc(OCC(C)=O)cc2o1	-13	10	10	-4	-8	-9	9	1	6	-6	4
23	O=C(/C=C/c1cccc(F)c1)OCC(=O)N1CCc2ccccc21	10	-6	.	16	0	-19	2	-15	0	-14	7
24	COc1ccc(C(=O)COC(=O)c2ccc(Cl)nc2)cc1OC	1	-10	.	-2	-4	15	2	-4	2	-3	-3
25	Cc1ccc(S(=O)(=O)N2CCCCC2)cc1NC(=O)Cc1c[nH]c2ccccc12	3	1	1	11	-3	15	17	-2	10	0	11
26	COc1cc(/C=C/C(=O)O)cc(S(=O)(=O)NNC(=O)c2ccc3c(c2)OCO3)c1OC	-2	-4	.	1	-12	-31	4	-10	-9	-12	8
27	COc1ccc(CCCNC(=O)CC#N)cc1OC	2	-8	4	-4	3	-4	5	-20	8	5	17
28	Cc1cc(C=O)c(C)n1-c1ccc(N2CCOCC2)c([N+](=O)[O-])c1	11	-8	-2	13	-6	-32	6	13	13	-2	16
29	COC(=O)[C@@H]1C(c2c(OC)cc(OC)cc2OC)=NO[C@H]1C(=O)OC	0	-11	1	-1	-4	-21	14	4	4	-2	7
30	C/C(Cc1ccccc1)=N\NC(=O)CNC(=O)c1ccccc1Cl	-27	6	3	5	-3	16	1	.	10	-28	-7
31	COc1ccc(CCn2c(C)cc(C(=O)CCl)c2C)cc1OC	12	4	0	61*	11	-9	11	11	-7	-1	44
32	CC12CCC(=O)N1C(C(=O)N1CCN(c3ccc([N+](=O)[O-])cc3)CC1)CS2 (configuration not stated)	2	-2	.	7	1	-35	-2	22	2	-10	14
33	CN(C)CCn1c2c(c(SCC(=O)Nc3ccc4c(c3)OCCO4)nc1=O)CCC2	-3	4	1	-1	13	-11	3	-8	4	20	-1
34	CS(=O)(=O)N1CCC(C(=O)Nc2ccccc2Cl)CC1	12	14	.	-2	-5	22	13	3	-14	-2	2
35	Cc1cc(N2CCN(C)CC2)nc2ccc(NC(=S)N3CCOCC3)cc12	-7	-21	0	3	5	-15	-2	-11	-9	11	6
36	Cc1ccc(S(=O)(=O)N(C)C[C@@H]2Oc3ccc(NC(=O)CCC(F)(F)F)cc3CC(=O)N([C@@H](C)CO)C[C@@H]2C)cc1	31	0	.	9	53*	-2	9	6	-18	18	43
37	COC(=O)c1ccc(C2C(C(=O)Nc3ccc(C)cc3C)=C(C)Nc3ncnn32)cc1 (configuration not stated)	-18	-22	2	-20	-4	-34	-15	-5	-3	-7	6
38	COc1ccc2cc(C(c3nnnn3C3CCCC3)N3CCc4ccccc4C3)c(=O)[nH]c2c1 (configuration not stated)	-6	-8	-1	16	11	-14	4	-6	-2	-7	-6
39	COc1ccc(OC)c(NC(=O)Cn2c(=O)oc3ccccc32)c1	0	5	9	2	4	0	19	-4	-8	5	5
40	C/C(=C\C(=O)O)CC(=O)O	6	-7	3	4	-5	-14	21	0	5	4	-4
41	S=C(NCc1ccco1)Nc1cccc(Cl)c1Cl	-1	-15	-1	-18	9	-14	-8	-10	-3	2	.
42	COc1ccc(NC(=O)c2cc(-c3ccccc3)nc3c2cnn3C(C)C)c(OC)c1	-28	17	0	12	17	-27	1	7	-18	7	-5
43	Cc1ccc(NC(=O)c2cc(-c3ccco3)nc3ccccc23)cc1S(=O)(=O)N1CCOCC1	-5	33	5	40	-1	-4	13	4	-16	-1	7
44	CCCCCC(=O)N1C[C@@H](O)[C@H](n2cc(C3CC3)nn2)C[C@@H]1c1ccc(OC)cc1	10	-9	.	-2	17	-6	19	-4	-1	-10	.
45	COc1c(Br)cc(Br)cc1C(=O)O	-9	-7	0	16	13	-24	19	1	6	-2	12
46	COc1ccc(-c2ccc(C#N)c(SCC(=O)Nc3sc4c(c3C#N)CCC4)n2)cc1OC	-2	-92	1	75*	35	0	2	-12	-35	16	-38
47	Nc1c(C(=O)OCC(=O)Nc2ccccc2Br)[nH]c(=O)[nH]c1=O	-13	-5	.	-7	-5	4	8	24	16	-7	6
48	CC1=C/C(=N\NC(=S)NCc2ccccc2)CC1	-37	-4	1	-50	-8	4	-92	17	0	0	-27
49	CN(c1ccccc1C(=O)NC1CC2CCC1C2)S(=O)(=O)c1ccccc1 (configuration not stated)	4	0	0	0	-1	-10	14	-8	4	3	-1
50	COc1ccc(CCNC(=O)c2cc(-c3ccccc3OC)on2)cc1OC	-1	-28	2	-14	1	-32	-39	1	-3	-4	-14
51	Cc1ccc(NC(=O)CCN2CCC(Cc3ccccc3)CC2)cc1	1	-11	1	5	8	-14	5	-9	-7	-5	-1
52	Cn1c(CN2CCN(C(=O)c3ccccc3Cl)CC2)nc2cc([N+](=O)[O-])ccc21	-1	2	7	4	7	-8	18	-26	-4	3	12
53	O=C(CSc1nc2c(c(=O)n1-c1ccc(Cl)cc1)SCC2)N1CCCC1	5	11	3	19	-4	2	20	35	6	-4	7
54	O=C(CSc1nc2ccc(Cl)cc2[nH]1)NC1CCCC1	15	11	0	2	10	14	5	23	-8	-1	11
55	CCc1ccc(N(C(=O)c2snc(C(N)=O)c2N)C(C(=O)NCCC(C)C)c2c[nH]c3ccccc23)cc1 (configuration not stated)	22	-9	-2	31	25	-17	-2	5	-33	-1	7
56	CCOc1ccc(NC(=O)NC2CCOC(C)(C)C2)cc1 (configuration not stated)	-5	9	1	-11	-3	-21	-24	16	0	-12	-2

(list continues)
#	canonical_smiles	TROY signal inh	TWEAK-Fn14 inh	NR2E3 ag-1	Peg3 promoter	CF NFkB block	NR2E3 ag-2	HIF-2a inh	Shn3 inh set2	KKLEB tox	C8 TRAIL sens	MITF TRPM1 inh
57	COCCNC(=O)C(c1ccc(F)cc1)N(CCOC)C(=O)CCC(=O)Nc1nccs1 (configuration not stated)	-4	-20	0	14	-6	20	10	-5	-15	-8	10
58	COc1cccc(OC)c1C(=O)Nc1cccc(-c2nc3ccccc3[nH]2)c1	-16	2	3	-98	-20	-37	-119	-24	-7	19	-19
59	Cc1nnc2sc(SCc3cccc(Cl)c3)nn2c1=O	-3	13	-1	15	11	-20	-11	-7	-13	-14	-9
60	COc1ccc(C2(CNC(C)=O)CCOCC2)cc1OC	-8	-13	3	0	-3	13	11	-7	0	-15	.
61	CCn1cc(C=O)c2cc(S(=O)(=O)N3CCOCC3)ccc21	10	-23	0	16	22	6	13	-3	-9	16	4
62	O=C(NC1CC1)C1=C[C@H](c2c[nH]c3ccccc23)C[C@H](OCc2ccc(CO)cc2)O1	-8	9	4	-9	-8	-16	-6	-31	2	0	10
63	CC(C)Sc1nc(O)c(Cc2ccccc2)c(=O)[nH]1	-27	29	2	-7	22	0	10	6	-25	-1	-4
64	O=C(NCC1CCCO1)c1ccc(NC(=O)c2cccc(Br)c2)cc1 (configuration not stated)	5	-9	4	5	12	-24	7	7	-7	-2	-12
65	CCCCn1c(=O)[nH]c(=O)c2c1nc(-c1ccc(C(F)(F)F)cc1)n2C	4	-6	-3	37	18	-26	22	-18	1	-8	-7
66	CSc1ccccc1OCc1cc(C(=O)N(C)C(C)c2nc(C)cs2)no1 (configuration not stated)	-31	-23	-1	-58	13	-10	-36	-6	-1	-7	-2
67	O=C1C=C(c2ccc(OC(F)(F)F)cc2)C[C@@H](c2ccc(Cl)cc2)C1	-30	-6	-1	-4	12	-12	-14	11	-23	7	.

Bioassay records deposited in PubChem BioAssay by several laboratories.

The list is partial. The share of hits here may be higher or lower than overall.
